# MT1-MMP txn act: activates MT1-MMP transcription; actives 0.16% (n = 86,000); AID 750; activation factor at 10 µM; HT1080 MT1-MMP promoter luciferase reporter, luminescence, overnight; hits give high values;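 active means activation factor of at least 2 for MT1-MMP transcription at 10 µM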
# Smad3 FoxH1 inh: inhibitors of human Smad3 transcription factor binding; P84022; TR-FRET Smad3/Dy647-FoxH1 peptide binding, europium anti-His; inhibition, % at 25 µM; actives 0.29% (n = 88,000);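 active means compounds that reduce the energy-transfer binding signal between the protein and its labelled peptide by more than half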;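 further: 0% = Smad3 plus labelled peptide maximal FRET and 100% = peptide-only background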
# HUVEC tox IL1B: toxic to HUVEC cells under IL-1B stimulation; HUVEC cell count loss, Hoechst imaging, IL-1B stimulated; cell count reduction, % at 2 µM; actives 0.41% (n = 94,000);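 active means cell count reduction more than 3 SD above the screen-wide mean, cut at about 70% in these data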;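 further: normalized per plate to untreated control cells as the no-loss baseline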
# cytoskel mod: cytoskeleton assembly modification; HUVEC TNFa F-actin phalloidin imaging, high content; inhibition, % at 2 µM; actives 0.18% (n = 91,000);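 active means inhibition above the batch mean plus 3 SD and confirmed as a hit by visual image inspection, cut at about 30% in these data, passing the limit was not always enough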; further: strong numbers were not always called active
# DAT uptake mod: changed human dopamine transporter uptake under cocaine IC80; LLC-PK1 hDAT cells, [14C]-dopamine uptake with cocaine IC80; actives deviate in either direction; B-score at 10 µM; actives 1.3% (n = 110,000);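 active means Z score or B-score, a plate-position-corrected score, falls beyond the plate's 99.7% confidence bounds, in either direction; inactive means both scores lie inside the 99.7% bounds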;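 further: scored against the spread of the other compound wells on the same plate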
# Candida biofilm: kills Candida albicans biofilms. C. albicans biofilm + clotrimazole, Alamar Blue. inhibition, % at 6 µM. actives 0.14% (n = 85,000);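 active means inhibition above 20%; inactive means inhibition below 20%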;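 further: preformed 24 hr biofilms exposed to compound for 48 hr; 0% = biofilm without compound and 100% = blank killed by clotrimazole plus chlorhexidine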
# LYP inh 2: blocks human PTPN22 phosphatase activity | recombinant LYP catalytic domain, DiFMUP fluorescence | inhibition, % at 2 µM | actives 0.21% (n = 96,000);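 active means inhibition at 2 µM at or above a set limit, the screen mean plus 3 SD, cut at about 24% in these data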;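 further: 0% = DMSO with enzyme and 100% = enzyme fully blocked by orthovanadate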
# Target sequence (Q9Y2R2 whole entry, looked up, the tested form may be a part): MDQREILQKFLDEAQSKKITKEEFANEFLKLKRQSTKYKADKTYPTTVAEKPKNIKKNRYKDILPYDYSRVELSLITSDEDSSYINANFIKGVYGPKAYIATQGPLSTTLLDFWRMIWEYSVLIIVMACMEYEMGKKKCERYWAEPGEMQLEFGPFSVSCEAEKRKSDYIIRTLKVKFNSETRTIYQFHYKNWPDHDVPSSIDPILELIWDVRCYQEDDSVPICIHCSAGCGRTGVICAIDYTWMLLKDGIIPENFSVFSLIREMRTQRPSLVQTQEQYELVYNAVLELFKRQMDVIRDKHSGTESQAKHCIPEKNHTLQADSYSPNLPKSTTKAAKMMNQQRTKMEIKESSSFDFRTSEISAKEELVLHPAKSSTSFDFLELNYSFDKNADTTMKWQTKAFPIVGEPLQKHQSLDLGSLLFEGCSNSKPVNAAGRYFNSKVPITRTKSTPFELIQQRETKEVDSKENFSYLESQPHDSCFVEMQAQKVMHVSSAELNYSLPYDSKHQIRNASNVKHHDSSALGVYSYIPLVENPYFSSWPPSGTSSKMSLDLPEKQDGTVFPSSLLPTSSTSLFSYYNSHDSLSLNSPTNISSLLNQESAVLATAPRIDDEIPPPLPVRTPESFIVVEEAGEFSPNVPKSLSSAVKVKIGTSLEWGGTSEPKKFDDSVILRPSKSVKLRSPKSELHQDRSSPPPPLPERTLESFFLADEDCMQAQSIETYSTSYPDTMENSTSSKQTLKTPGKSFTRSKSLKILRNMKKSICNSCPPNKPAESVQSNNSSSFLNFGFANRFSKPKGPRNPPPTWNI
# VCAM1 TNFa inh: reduces TNF alpha induced VCAM1 expression in HUVEC | HUVEC TNFa-induced VCAM-1 immunofluorescence, high-content imaging | inhibition, % at 2 µM | actives 0.48% (n = 95,000);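 active means inhibition above the batch mean plus 3 SD, with images confirmed as a hit by eye, cut at about 37% in these data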;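 further: 0% = TNF-stimulated DMSO wells and 100% = unstimulated control wells; not every result past the cut was called active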
# TNFa cytotox: toxic to HUVEC cells under TNF alpha stimulation. HUVEC TNFalpha-stimulated, Hoechst cell count, imaging. cell count reduction, % at 2 µM. actives 0.17% (n = 93,000);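 active means cell count reduction exceeding the screen mean by over 5 SD, scaled to untreated wells per plate, cut at about 78% in these data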;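 further: cells counted after 24 h of TNF alpha exposure following the 1 h pretreatment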
# Numbers without * were called inactive; x = no result given; [ ] = another dose, or the depositor's remark. Some of the compounds tested. The share of hits here may be higher or lower than overall.
SMILES,MT1-MMP txn act,Smad3 FoxH1 inh,HUVEC tox IL1B,cytoskel mod,DAT uptake mod,Candida biofilm,LYP inh 2,VCAM1 TNFa inh,TNFa cytotox
CC(Oc1ccc(Cl)cc1)c1ccnn1S(=O)(=O)c1ccc(Cl)cc1 (stereo unspecified),x,x,-26,21,0.58,x,7,14,-2
O=C(CCCOc1ccc(Cl)cc1)N1CCCCC1,x,-5,-35,12,1,8,13,8,-40
COc1nc(NCC(C)C)nc(Oc2ccc(=O)n(-c3ccccc3)n2)n1,1,-2,-2,-6,-0.23,10,-6,4,-9
O=C(CSc1nc2ccccc2[nH]1)Nc1ccc2c(c1)OCCO2,1.3,21[fluorescence artefact?],-11,0,0.82,10,7,3,-28
O=C(O)CCn1[nH]c(=O)c2ccccc2c1=O,1.7,-5,-8,10,-0.11,5,-36,13,-34
Clc1ccccc1-c1nnc2sc(C3COc4ccccc4O3)nn12 (stereo unspecified),1.3,x,-14,-13,1.6,x,8,5,-38
Cc1ccc(SCC(=O)NCC(C)C)cc1,0.9,-4,x,x,-0.069,1,x,x,x
CCOC(=O)/C(C(N)=NC(C)C)=C(\O)c1ccccc1,1.1,2,-2,11,0.55,7,5,10,3
COC(=O)C(C)Sc1nc(-c2ccc(OC)cc2)nc2c1c(=O)n(C)c(=O)n2C (stereo unspecified),1,12,-15,10,x,0,3,-34,-44
Cn1ccnc1Sc1nnnn1-c1ccccc1,1.2,-1,x,x,-0.76,1,x,x,x
Cc1cccc(OC(=O)c2cn(C)nc2C(F)(F)F)c1C,1,-2,x,-5,-0.51,0,5,4,-4
COc1cccc(-c2cc(C(F)(F)F)nc(N3CCN(c4ccccc4)CC3)n2)c1,0.9,x,-57,-21,0.72,x,-2,-24,-71
CCS(=O)(=O)N1Cc2ccccc2CC1C(=O)N1CCN(c2ccccc2)CC1 (stereo unspecified),1.1,-13,5,16,0.44,x,3,-4,31
Cc1ccc(C)c(C(=O)CC2(O)C(=O)Nc3ccccc32)c1 (stereo unspecified),1.2,1,28,1,0.32,6,7,8,0
O=C(Cn1c(-c2ccccc2)noc1=O)NCc1ccccc1,1.4,4,11,16,-1.3,3,3,-2,1

# Three of the entries above in order of the Smad3 FoxH1 inh value, highest first:
Molecule,MT1-MMP txn act,Smad3 FoxH1 inh,cytoskel mod,DAT uptake mod,LYP inh 2,VCAM1 TNFa inh
COC(=O)C(C)Sc1nc(-c2ccc(OC)cc2)nc2c1c(=O)n(C)c(=O)n2C (stereo unspecified),1,12,10,x,3,-34
Cn1ccnc1Sc1nnnn1-c1ccccc1,1.2,-1,x,-0.76,x,x
CCS(=O)(=O)N1Cc2ccccc2CC1C(=O)N1CCN(c2ccccc2)CC1 (stereo unspecified),1.1,-13,16,0.44,3,-4

# (cont.)
SMILES,MT1-MMP txn act,Smad3 FoxH1 inh,HUVEC tox IL1B,cytoskel mod,DAT uptake mod,Candida biofilm,LYP inh 2,VCAM1 TNFa inh,TNFa cytotox
CN(C)CCN(Cc1ccccc1)c1nccc(N(C)C)c1C#N,1.2,10,-11,-5,0.18,3,11,-15,5
CC(=O)c1cnc2cc(-c3ccc(Cl)cc3)nn2c1C,1.7,2,12,x,-0.44,4,-2,-9,4
COc1ccccc1CNC(=O)c1oc2ccc(S(=O)(=O)N3CCCC3)cc2c1C,1.1,0,-4,10,0.86,4,2,-27,-34
CCOC(=O)c1ccc(S(=O)(=O)Nc2ccccc2-c2nnn(CC)n2)cc1,1,4,x,x,0.9,1,x,x,x
O=C(Nn1cnnc1)C1CCCN1S(=O)(=O)c1ccc(F)cc1 (stereo unspecified),1.1,-8,-11,-3,-0.033,2,3,-2,7
CCCCOC(=O)c1cc(=O)[nH]c2ccccc12,1.1,-4,-31,-6,-0.022,3,3,-20,4
COc1cc(-c2noc(-c3cccs3)n2)cc(OC)c1OC,1,5,27,6,0.79,8,-1,12,-16
CCOC(=O)NCCc1c(C)nc2c(c(C)nn2C(C)(C)C)c1C,1.3,-5,12,x,-0.33,7,-8,15,-10
Cc1ccc(S(=O)(=O)N2CCCC2)cc1S(=O)(=O)N1CCCC1,1.1,-1,-6,29,-0.93,8,-4,-30,x
CC1C(=O)CCC1(C(=O)O)c1ccccc1 (stereo unspecified),1.1,-8,11,0,0.037,7,-2,7,-13
COc1cc(S(=O)(=O)N2CCC(c3nc4ccccc4s3)CC2)ccc1S(=O)(=O)NC1CCCC1,1.2,3[fluorescence artefact?],-26,-18,-0.32,4,-2,-25,-21
N#Cc1c(-c2cccs2)cc(C2CC2)nc1SCC(N)=O,x,x,-12,1,1.1,x,0,-4,-11
O=C(NCCCN1CCN(c2ccccc2F)CC1)C1CCC(=O)N1C1CCCCC1 (stereo unspecified),1,3,11,9,-0.37,9,1,2,-12
C=CCn1c(Cc2c[nH]c3ccccc23)nnc1SCC(=O)NCc1ccccc1,1.1,9,-23,5,0.24,3,-3,0,-11
COc1ccc(NC(=O)C2C3CCC(C3)C2C(=O)O)cc1OC (stereo unspecified),1,10,-188,-11,0.35,6,4,23,-3

# A second format for some results above.
compound | MT1-MMP txn act | Smad3 FoxH1 inh | HUVEC tox IL1B | cytoskel mod | DAT uptake mod | Candida biofilm | LYP inh 2 | VCAM1 TNFa inh | TNFa cytotox
CC(Oc1ccc(Cl)cc1)c1ccnn1S(=O)(=O)c1ccc(Cl)cc1 (stereo unspecified) | x | x | -26 | 21 | 0.58 | x | 7 | 14 | -2
O=C(CCCOc1ccc(Cl)cc1)N1CCCCC1 | x | -5 | -35 | 12 | 1 | 8 | 13 | 8 | -40
COc1nc(NCC(C)C)nc(Oc2ccc(=O)n(-c3ccccc3)n2)n1 | 1 | -2 | -2 | -6 | -0.23 | 10 | -6 | 4 | -9
O=C(CSc1nc2ccccc2[nH]1)Nc1ccc2c(c1)OCCO2 | 1.3 | 21[fluorescence artefact?] | -11 | 0 | 0.82 | 10 | 7 | 3 | -28
O=C(O)CCn1[nH]c(=O)c2ccccc2c1=O | 1.7 | -5 | -8 | 10 | -0.11 | 5 | -36 | 13 | -34
Clc1ccccc1-c1nnc2sc(C3COc4ccccc4O3)nn12 (stereo unspecified) | 1.3 | x | -14 | -13 | 1.6 | x | 8 | 5 | -38
Cc1ccc(SCC(=O)NCC(C)C)cc1 | 0.9 | -4 | x | x | -0.069 | 1 | x | x | x
CCOC(=O)/C(C(N)=NC(C)C)=C(\O)c1ccccc1 | 1.1 | 2 | -2 | 11 | 0.55 | 7 | 5 | 10 | 3
COC(=O)C(C)Sc1nc(-c2ccc(OC)cc2)nc2c1c(=O)n(C)c(=O)n2C (stereo unspecified) | 1 | 12 | -15 | 10 | x | 0 | 3 | -34 | -44
Cn1ccnc1Sc1nnnn1-c1ccccc1 | 1.2 | -1 | x | x | -0.76 | 1 | x | x | x
Cc1cccc(OC(=O)c2cn(C)nc2C(F)(F)F)c1C | 1 | -2 | x | -5 | -0.51 | 0 | 5 | 4 | -4
COc1cccc(-c2cc(C(F)(F)F)nc(N3CCN(c4ccccc4)CC3)n2)c1 | 0.9 | x | -57 | -21 | 0.72 | x | -2 | -24 | -71
CCS(=O)(=O)N1Cc2ccccc2CC1C(=O)N1CCN(c2ccccc2)CC1 (stereo unspecified) | 1.1 | -13 | 5 | 16 | 0.44 | x | 3 | -4 | 31
Cc1ccc(C)c(C(=O)CC2(O)C(=O)Nc3ccccc32)c1 (stereo unspecified) | 1.2 | 1 | 28 | 1 | 0.32 | 6 | 7 | 8 | 0

# Other records:
SMILES,MT1-MMP txn act,Smad3 FoxH1 inh,HUVEC tox IL1B,cytoskel mod,DAT uptake mod,Candida biofilm,LYP inh 2,VCAM1 TNFa inh,TNFa cytotox
Cc1noc(C)c1COC(=O)c1ccc2c(c1)OCO2,1.2,2,2,13,-1.2,2,5,7,-29
CCCCc1c(C)c2ccc(OCC(C)=O)cc2oc1=O,1.3,3,x,2,0.042,7,1,-4,-11
O=C(Cc1ccccc1)NCCCc1ccccc1,1.2,12,-13,-4,-0.38,0,5,2,4
COc1ccc(NC(=O)Cn2nnc(-c3ccccc3NC(=O)c3ccco3)n2)cc1,1.2,-6,2,-12,0.15,5,-2,-5,-22
CC(=O)Nc1cccc(OC(=O)N2CCOCC2)c1,1,-8,-12,-10,0.013,-1,0,4,5
COC(=O)C(NC(C)=O)(Nc1ccccn1)C(F)(F)F (stereo unspecified),1.1,-7,-8,4,-0.43,5,-6,12,-1
O=C(Nc1nc(-c2nc3ccccc3s2)cs1)C1CC1,1.6,-4,x,x,0.76,18,x,x,x
COc1ccc2c(c1)C(C)CC(C)(C)N2C(=O)CSc1nc2ccccc2s1 (stereo unspecified),x,x,-32,15,0.52,x,-3,5,6
O=C(C1CCN(S(=O)(=O)N2CCC3(CC2)OCCO3)CC1)N1CCc2ccccc2C1,x,3,10,-3,x,4,0,-4,-32
CCn1cc(C(=O)NC2CCCCC2)c(=O)c2cc(S(=O)(=O)N(C)C)ccc21,1,4,x,x,-0.13,6,x,x,x
CN1CCN(CCCC(=O)c2ccc(F)cc2)CC1,1,4,-30,-16,0.72,-1,8,8,-16
CCS(=O)(=O)c1ccc2oc(SCC(=O)NCCC3=CCCCC3)nc2c1,1.1,-4,-15,1,0.039,13,8,-24,-27
CCOC(=O)Cc1csc(NC(=O)c2ccoc2C)n1,1.4,-8,-157,-8,1.4,-1,4,3,2
Cc1cccn2c(=O)c(/C=C(\C#N)S(=O)(=O)c3ccccc3)c(N3CCN(C)CC3)nc12,1.2,9,-163,11,0.0041,9,-2,7,-15
Cc1cc(-c2csc(N)n2)c(C)n1C,1.2,14,7,11,-0.024,6,-5,-12,-28
O=c1[nH]cnc2c1N1CCC2CC1,1.2,2,-3,-3,-0.77,7,1,4,-17
Cc1ccc(C(c2nnnn2Cc2ccccc2)N2CCN(Cc3ccccc3)CC2)cc1 (stereo unspecified),x,-5,6,-25,0.59,5,10,0,11
CC(C)CCOCC(=O)Oc1ccccc1C(=O)O,1,-6,-29,29,-0.1,-5,1,6,-31
COCCN(CC(=O)NC1CCCCC1)C(=O)c1csnn1,x,x,-75,7,-1.4,x,-3,3,-4
C1=C(c2ccccc2)Nc2nnnn2C1,1.1,11,3,-3,-1.5,-2,10,-4,-6
O=C(CCC1CCCC1)Nc1ccon1,1.2,0[fluorescence artefact?],-36,2,-0.1,4,5,8,-6
CCOC(=O)N1CCC(N2C(=O)c3ccc(C(=O)NCc4ccco4)cc3C2=O)CC1,1,8,-29,-16,0.1,-4,3,0,4
Cc1onc(-c2ccccc2Cl)c1C(=O)Nc1sc2c(c1C#N)CCC2,1.2,8,-9,0,-0.7,6,9,7,-16
COc1ccc(NC(=O)C23CC4CC(C2)CC(n2cnc(Br)n2)(C4)C3)cc1OC,x,x,9,1,0.68,x,0,5,-14
O=C(Nc1ncc(Cc2ccccc2Cl)s1)C1CCCO1 (stereo unspecified),x,10[fluorescence artefact?],0,-28,0.021,5,-8,-23,1
Cc1ccc(S(=O)(=O)N2CCN(C(=O)COC(=O)COc3ccccc3)CC2)cc1,1.2,0,-16,-3,0.48,10,10,-12,-41
CCNC(=S)NNC(=O)c1cccs1,x,x,-6,9,-0.82,x,14,7,-8
C/C(=N/NC(=O)c1ccc(Cl)s1)c1ccc(NC(=O)COc2ccc(Cl)cc2)cc1,x,x,-60,-14,0.78,x,-3,-4,12
Cc1nc(CS(=O)(=O)c2ccc(Cl)cc2)cc(Sc2ccc(Cl)cc2)n1,x,x,-9,21,0.018,x,12,6,-6
CCn1c(-c2ccc([N+](=O)[O-])cc2)n[nH]c1=S,x,x,-25,10,0.3,x,-4,6,-3
CC(=O)N1CCN(CCN=CC2=C(O)CC(c3ccco3)CC2=O)CC1 (stereo unspecified),1.1,4,x,x,0.9,10,x,x,x
O=C(CCSc1nc(-c2ccco2)cc(C(F)(F)F)n1)N1CCN(c2ccccn2)CC1,1.1,-3,-7,-4,0.039,-2,-4,18,0
Cc1cc(S(=O)(=O)NC2CCCCC2)c(C)s1,1.3,0,-19,-5,0.19,1,-22,-5,-19
